TROY NFkB inh – inhibitors of TROY-dependent NF-kB signaling. Q293 LMP1-TROYcd NF-kB luciferase reporter, 4 h. inhibition, % at 10 µM. actives 0.98% (n = 360,000). AID 1347056;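 active means compounds whose plate-normalised and pattern-corrected inhibition of the luciferase reporter signal at the single screening dose is 50% or more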
NCOA1 inh – inhibitors of human steroid receptor coactivator 1 (SRC1). Q15788. HEK293 GAL4-SRC1 luciferase reporter, luminescence. inhibition, % at 3.6 µM. actives 0.12% (n = 360,000). AID 588354;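 active means inhibition above the campaign mean plus 3 SD, with each screening campaign given its own cutoff, cut at about 60% in these data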;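 further: 0% = DMSO treated cells and 100% = gossypol at 36 µM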
NR2F2 inh – NR2F2 (human) inhibition, primary screen; HEK293T NGFI-A luciferase reporter, luminescence; inhibition, % at 8.6 µM; actives 0.7% (n = 370,000);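 active means inhibition above a per-plate cutoff, mean inhibition of test wells between control levels plus 3 SD, cut at about 38% in these data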;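 further: cells cotransfected with COUP-TFII expression vector driving the NGFI-A reporter; 0% = median of COUP-TF2 test wells and 100% = reporter-only cells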
NR5A2 inv ag – NR5A2 inverse agonism in reporter assay. O00482. HEK293T StAR-luciferase reporter, LRH-1 transfected, 24 h. inhibition, % at 3.6 µM. actives 0.13% (n = 360,000). AID 602396;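 active means inhibition above the mean inhibition of all tested compounds plus 3 SD, cut at about 73% in these data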;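 further: 0% = DMSO wells and 100% = reporter-only cells lacking LRH-1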
Target sequence (O00482 whole entry, looked up): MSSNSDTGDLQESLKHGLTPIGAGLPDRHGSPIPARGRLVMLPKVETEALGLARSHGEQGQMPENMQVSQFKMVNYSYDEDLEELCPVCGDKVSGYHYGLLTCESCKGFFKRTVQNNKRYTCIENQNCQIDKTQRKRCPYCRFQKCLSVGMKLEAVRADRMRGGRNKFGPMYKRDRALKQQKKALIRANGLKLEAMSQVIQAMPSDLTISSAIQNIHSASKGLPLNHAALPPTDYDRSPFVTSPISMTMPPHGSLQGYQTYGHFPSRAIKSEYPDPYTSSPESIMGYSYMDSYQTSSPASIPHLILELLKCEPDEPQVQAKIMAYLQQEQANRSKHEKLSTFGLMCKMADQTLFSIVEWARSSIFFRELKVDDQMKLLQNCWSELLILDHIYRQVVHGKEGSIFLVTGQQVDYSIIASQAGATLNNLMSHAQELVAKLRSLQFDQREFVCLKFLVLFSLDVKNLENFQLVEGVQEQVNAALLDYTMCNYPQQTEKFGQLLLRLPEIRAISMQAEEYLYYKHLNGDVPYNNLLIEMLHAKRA
NOD2-RIPK2 inh – blocks binding of human NOD2 to RIPK2; CHO BLA complementation NOD2-RIPK2, CCF4 ratio; actives 0.38% (n = 360,000); O43353; AID 624267; inhibition, % at 4.98 µM; in the data active means inhibition above about 21%;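 further: 0% = vehicle only and 100% = reference blocker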
Target sequence (O43353 whole entry, looked up): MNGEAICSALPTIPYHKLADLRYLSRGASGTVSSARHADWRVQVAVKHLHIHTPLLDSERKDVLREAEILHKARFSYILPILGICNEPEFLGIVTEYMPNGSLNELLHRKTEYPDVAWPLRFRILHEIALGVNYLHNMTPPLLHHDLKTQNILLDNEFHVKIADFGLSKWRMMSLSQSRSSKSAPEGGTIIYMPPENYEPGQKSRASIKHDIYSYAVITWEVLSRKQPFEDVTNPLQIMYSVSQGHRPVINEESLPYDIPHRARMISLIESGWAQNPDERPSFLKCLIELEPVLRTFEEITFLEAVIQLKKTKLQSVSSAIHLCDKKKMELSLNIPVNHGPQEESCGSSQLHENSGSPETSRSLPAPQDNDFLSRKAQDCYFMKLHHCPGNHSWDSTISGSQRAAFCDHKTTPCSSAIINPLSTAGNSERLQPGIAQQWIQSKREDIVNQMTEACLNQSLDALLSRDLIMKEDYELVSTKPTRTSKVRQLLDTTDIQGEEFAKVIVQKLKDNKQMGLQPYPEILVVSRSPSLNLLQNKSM
TLR9-MyD88 inh – inhibitors of human TLR9-MyD88 binding; CHO BLA complementation TLR9-MyD88, CCF4 FRET ratio; inhibition, % at 4.98 µM; actives 0.21% (n = 340,000); AID 504734;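 active means inhibition above the mean over all tested compounds plus 3 SD, cut at about 21% in these data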;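 further: 0% = DMSO only wells and 100% = clavulanate BLA inhibitor control wells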
NCOA2 inhibitor – human SRC2 (NCOA2) inhibition. Q15596. AID 651957. actives 0.17% (n = 370,000). HEK293 GAL4-SRC2 luciferase reporter, luminescence. inhibition, % at 9 µM;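 active means inhibition above the mean inhibition of all tested compounds plus 3 SD, set per campaign, cut at about 52% in these data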;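 further: 0% = DMSO treated cells and 100% = cells given Gossypol at 36 µM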
NCOA3 inh – human NCOA3 inhibition. Q9Y6Q9. HEK293 GAL4-SRC3 luciferase reporter, luminescence. inhibition, % at 3.6 µM. actives 0.17% (n = 360,000). AID 588352;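 active means inhibition above a per-campaign cutoff, the mean of all compounds plus 3 SD, cut at about 60% in these data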;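 further: 0% = DMSO-treated cells and 100% = gossypol-treated cells at 36 µM; higher means less SRC3-driven luciferase light from the GAL4 reporter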
TWEAK-Fn14 inh – TWEAK-Fn14 signaling inhibition | TWEAK-stimulated Fn14 reporter cells, luciferase luminescence, 8 h | inhibition, % at 10 µM | actives 2% (n = 360,000); in the data active means inhibition above about 50%
LMP1 NFkB inh – Epstein-Barr LMP1 NF-kappaB reporter inhibition. AID 504558. LMP1-induced NF-kappaB luciferase reporter cells, luminescence. actives 0.69% (n = 350,000). inhibition, % at 12.5 µM; in the data active means inhibition above about 41%;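 further: 0% = neutral control wells and 100% = reference inhibitor control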
TRAIL sens C8 – sensitizes caspase-8 expressing cells to TRAIL. NB7+C8 cells + TRAIL, ATPlite viability luminescence. inhibition (viability loss, TRAIL sensitization), % at 10 µM. actives 1% (n = 360,000). AID 624354;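 active means compounds causing at least 50% loss of cell viability in the single-dose screen, relative to plate controls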
Starred values were filed as active, the others as inactive; / = no result given; & = joins results of further samples. A portion of the library; rates above refer to the full screens.

nr	SMILES	TROY NFkB inh	NCOA1 inh	NR2F2 inh	NR5A2 inv ag	NOD2-RIPK2 inh	TLR9-MyD88 inh
1	CCOC(=O)C(O)(c1ccc(N(C)C(=O)c2ccc(Cl)c(Cl)c2)cc1)C(F)(F)F (stereo not given)	5	1	-1	-1	8	2
2	COc1cccc(C)c1NC1=NCCO1	10	0	-2	-23	-2	-6
3	O=C1NC(=O)N(c2ccc(Cl)cc2)C(=O)/C1=C/c1coc2ccc(O)cc2c1=O	-8	14	1	-16	-3	-2
4	CCOC(=O)c1c(N)n(Cc2ccccc2)c2nc3ccccc3nc12	52*	0	35	17	-4	7
5	Cc1cc(N(CCCl)CCCl)ccc1C=NNC(=O)c1cccnc1	-6	-23	-24	16	-4	-5
6	COc1ccccc1N1C(=O)NC(=O)/C(=C/c2ccc3c(c2)Cc2ccccc2-3)C1=O	-36	-24	-16	-4	-1	2
7	CCN1CC=C(c2c[nH]c3ccccc23)CC1	25	-25	11	-28	1	-3
8	CN1CCN(Cc2c(F)cccc2Cl)CC1	18	-12	5	0	-5	-1
9	CC1(O)C[C@]2(C)N(O)C3CCCC[C@@H]3N2O1 (stereo not given in full)	-6	-1	3	8	3	5
10	O=C(Cn1ncc2ccsc2c1=O)N1CCC2(CC1)OCCO2	-13	1	/	1	0	0
11	CC(=O)NC(Cc1ccc(N(CCCl)CCCl)cc1)C(=O)NC(C(=O)O)C(C)C (stereo not given)	-9	-9	-14	8	-7	1
12	CCC1(C)CN(S(=O)(=O)OCC(Cl)(Cl)Cl)C(=O)N1 (stereo not given)	-12	-2	11	11	-19	6
13	O=C(CCC(=O)N1CC2C[C@@H](C1)Cn1c2cccc1=O)NCCc1ccccc1F	8	2	4	-3	-4	-3
14	O=CNc1ccc(OP(=O)(Oc2ccccc2)Oc2ccccc2)cc1	0	-1	-2	-6	1	-4
15	CCC(COC(=O)c1cc(OC)c(OC)c(OC)c1)(c1ccccc1)N(C)C (stereo not given)	-9&-14	9&5	-5&0	-10&-1	-18&-12	2&3

nr	NCOA2 inhibitor	NCOA3 inh	TWEAK-Fn14 inh	LMP1 NFkB inh	TRAIL sens C8
1	-6	15	16	0	-1
2	6	-2	-6	2	1
3	-18	-8	0	6	-28
4	5	3	41	0	0
5	15	5	-53	74*	8
6	-5	-10	-7	6	-8
7	-8	-9	28	-6	-6
8	3	0	3	-21	16
9	-15	0	-10	-8	-10
10	/	-8	10	-18	1
11	13	6	8	2	0
12	-37	4	-16	3	-10
13	-22	21	1	26	-10
14	7	0	9	-12	-9
15	-19&11	20&5	-29&6	13&0	9&-2

Brought forward from above: two compounds, then new ones.
nr	SMILES	TROY NFkB inh	NCOA1 inh	NR2F2 inh	NR5A2 inv ag	NOD2-RIPK2 inh	TLR9-MyD88 inh
14	O=CNc1ccc(OP(=O)(Oc2ccccc2)Oc2ccccc2)cc1	0	-1	-2	-6	1	-4
15	CCC(COC(=O)c1cc(OC)c(OC)c(OC)c1)(c1ccccc1)N(C)C (stereo not given)	-9&-14	9&5	-5&0	-10&-1	-18&-12	2&3
16	CCOC(=O)c1c(C)c(C(=O)N2CCC3(CC2)OCCO3)c(C)n1CC	-7	8	14	2	-20	0
17	CCCn1ncc(C(=O)O)c1C	-3	-4	2	23	3	5
18	O=P(O)(O)C12CC3CC(CC(C3)C1)C2	-16	-3	16	-18	-5	-8
19	CCOC(=O)[C@@]12C(=O)C(=O)N[C@]1(c1ccccc1)C1OCCCC12 (stereo not given in full)	20	3	0	-9	4	-8
20	Cc1c(C=C2C(=O)N(C)C(=O)N(C)C2=O)c(=O)n(-c2ccccc2)n1C	-1	6	2	6	-1	-11
21	O=C1NC(=S)NC(=O)C1=Cc1cccn1-c1ccc(O)cc1	49	-61	12	-10	-10	-3
22	Cc1sc2ncnc(N3CCC(C(=O)Nc4ccc(C#N)c(Cl)c4)CC3)c2c1C	31	4	4	2	-3	2
23	CC(C)c1ccc(N2C(=O)NC(=O)/C(=C\c3cnc(-c4ccccc4)nc3)C2=O)cc1	24	-21	8	-30	2	-1
24	CC(Cc1ccccc1)NC(=O)CCCCC(=O)NC(C)Cc1ccccc1 (stereo not given)	11	-3	7	12	-5	1
25	CNC(=S)NC1CC2CCCC(C1)N2CC(C)C (stereo not given)	2	-3	-9	-6	-14	3
26	CC12CCC(O)CC1CCC1C2CCC2(C)C(C(=O)CO)CCC12 (stereo not given)	-3	-3	19	5	-7	/
27	CN(C)C(=O)Oc1ccc2c(c1)O/C(=C\c1ccc(Cl)cc1)C2=O	-48	-46	-6	-25	0	2
28	NC12CN3CN(CN(C3)C1)C2 (tested in a mixture with another compound)	1	-5	-8	20	-13	4
29	COc1ccc(C(O)CNC(C)C)c(F)c1OC (stereo not given)	-8	4	-22	4	-18	-6
30	ClC1=CCC2CN(CCN3CCCCC3)CC2C1 (stereo not given)	-2	7	5	14	-2	6

nr	NCOA2 inhibitor	NCOA3 inh	TWEAK-Fn14 inh	LMP1 NFkB inh	TRAIL sens C8
14	7	0	9	-12	-9
15	-19&11	20&5	-29&6	13&0	9&-2
16	2	12	11	-2	-11
17	-28	0	-2	0	-23
18	2	-17	-17	-3	1
19	11	1	26	1	-6
20	-42	17	-4	1	2
21	19	7	71*	16	10
22	-1	-26	16	5	7
23	-7	-6	12	-3	10
24	11	4	-4	2	7
25	-1	21	11	5	-3
26	1	-7	-127	/	-4
27	-29	-69	-19	-30	4
28	17	7	6	-4	-15
29	-19	6	-1	11	3
30	-5	-6	-2	2	17

(continued)
nr	SMILES	TROY NFkB inh	NCOA1 inh	NR2F2 inh	NR5A2 inv ag	NOD2-RIPK2 inh	TLR9-MyD88 inh
31	CN=C1CN(O)C(c2ccccc2)c2cc(Cl)ccc2N1 (stereo not given)	0	6	0	-3	4	5
32	CCCCCCn1c(O)c(C(C)=NC)c(=O)[nH]c1=O	-5	-28	1	-26	2	9
33	CC(C)c1cccc(C(C)C)c1O	10	10	-7	-3	-5	-4
34	CC(CC(C)(C)N1CC1)=NNC(=O)Nc1cccc2ccccc12	48	-13	15	5	-5	-6
35	CCOC(=O)c1cc2c(cn1)[nH]c1ccccc12	-67	-22	-44	-70	-8	6
36	N#CC(C#N)=NNc1ccc(S(N)(=O)=O)cc1	19	5	12	-5	0	-2
37	Cc1cccc(-n2c(O)c(C)c(=O)[nH]c2=S)c1	-19	-5	10	13	0	-3
38	O=Cc1cn(Cc2ccccc2[N+](=O)[O-])c2ccccc12	28	6	11	-11	-6	-6
39	COc1ccc(NC(=O)c2cn(CCC#N)nc2-c2ccc(OC)c(OC)c2)cc1	16	-25	6	-15	-7	0
40	COC(=O)N(c1ccc(OC)cc1)P1(=S)OCCC(C)O1 (stereo not given)	7	-44	10	9	-4	-4
41	CCN(CC)c1ccc(/C=C2\C(=O)NC(=S)N(c3ccc(OC)cc3OC)C2=O)o1	19	-17	/	-12	4	1
42	CCOC(=O)c1cc(CC)sc1/N=C/c1c(O)[nH]c(=S)[nH]c1=O	-4	-3	5	15	-2	3
43	O=C1NC(=O)N(CCNc2ncc(C(F)(F)F)cc2Cl)C(=O)C1Cc1ccc(Cl)cc1 (stereo not given)	10	0	-1	11	-2	-25
44	CCOC(=O)[C@]12Cc3ccc(C)cc3[C@H]1N(C1CCCCC1)C(=O)c1ccccc12	51*	/	50*	52	52*	/
45	Cc1c(C=O)c2ccccc2n1Cc1ccccc1F	20	-1	16	7	-2	2

nr	NCOA2 inhibitor	NCOA3 inh	TWEAK-Fn14 inh	LMP1 NFkB inh	TRAIL sens C8
31	8	0	8	4	1
32	-8	-23	2	-11	0
33	-1	1	7	-8	-2
34	-24	-26	35	2	9
35	-3	-60	-10	31	4
36	17	2	9	7	16
37	3	0	9	3	-1
38	-2	23	43	4	8
39	-6	1	0	3	-8
40	-1	9	-1	3	-11
41	/	8	8	-9	13
42	-3	28	3	2	-10
43	13	7	-10	-6	-4
44	-3	/	92*	/	86*
45	-15	13	32	3	1

Results in sequence from above:
Nos. 35–45 in NR2F2 inh: -44, 12, 10, 11, 6, 10, /, 5, -1, 50*, 16
Nos. 35–45 in NOD2-RIPK2 inh: -8, 0, 0, -6, -7, -4, 4, -2, -2, 52*, -2

More results follow:
nr	SMILES	TROY NFkB inh	NCOA1 inh	NR2F2 inh	NR5A2 inv ag	NOD2-RIPK2 inh	TLR9-MyD88 inh
46	O=C(Nc1cccc(Br)c1)c1c(O)c2c(n(Cc3ccccc3)c1=O)CCCC2	2	-17	1	5	-1	/
47	O=C(Cc1ccccc1)N1CCN(Cc2cccc(Cl)c2)CC1	7	6	10	-10	2	7
48	C[C@]12CCC(=O)C=C1C=C[C@@H]1[C@@H]2CC[C@@]2(C)[C@H]1CC[C@@]2(O)CCC(=O)O	4	-4	-4	-18	-13	-5
49	N=c1sccn1Cc1ccccc1F	-8	0	16	-2	-4	-7
50	COc1ccc(C)cc1NC(=O)N1CCC2(CC1)OCCO2	16	0	-4	-17	-9	16
51	CCC(=NCc1ccco1)c1c(O)n(Cc2ccccc2)c(=O)[nH]c1=O	4	-6	-2	9	-1	8
52	CC(=Nc1ccccc1N)c1c(O)n(C)c(=O)n(C)c1=O	-29	-81	-37	-91	-1	5
53	COc1ccc(NS(=O)(=O)c2ccc(OCC(=O)N3CCN(C)CC3)cc2)cc1Cl	8	-21	-16	44	-8	1
54	CC(C)c1ccc(NC(=O)CSc2nnc(OC(=O)N(C)C)n2C2CC2)cc1	-2	4	7	-3	-2	-3
55	O=c1cccc2n1CC1CC2CN(Cc2c(Cl)cccc2Cl)C1 (stereo not given)	-4	9	8	-28	-9	0
56	O=C(CCN1CCCCC1)Nc1ccc(Br)cc1C(=O)c1ccccc1	-11	-38	16	15	-1	3

nr	NCOA2 inhibitor	NCOA3 inh	TWEAK-Fn14 inh	LMP1 NFkB inh	TRAIL sens C8
46	3	13	3	/	-12
47	10	-5	-3	8	-6
48	5	7	-8	1	-1
49	-19	-6	24	8	17
50	6	13	-6	8	5
51	-7	2	25	3	9
52	-19	-92	-3	6	-10
53	11	-9	1	7	-18
54	-26	-17	-3	2	-16
55	4	15	2	-10	8
56	6	-2	22	-4	3

2 compounds drawn at random from the list so far:
nr	SMILES	TROY NFkB inh	NCOA1 inh	NR2F2 inh	NR5A2 inv ag	NOD2-RIPK2 inh	TLR9-MyD88 inh
55	O=c1cccc2n1CC1CC2CN(Cc2c(Cl)cccc2Cl)C1 (stereo not given)	-4	9	8	-28	-9	0
56	O=C(CCN1CCCCC1)Nc1ccc(Br)cc1C(=O)c1ccccc1	-11	-38	16	15	-1	3

nr	NCOA2 inhibitor	NCOA3 inh	TWEAK-Fn14 inh	LMP1 NFkB inh	TRAIL sens C8
55	4	15	2	-10	8
56	6	-2	22	-4	3

Source: PubChem BioAssay (several laboratories)
